Compound activity from PubChem.
MrgX1 antagonist: human MrgX1 receptor antagonism, primary screen; MRGX1-HEK293 calcium flux, Fluo-4, BAM8-22 antagonism; hits give low values; B-score at 10 µM; 310,000 compounds, 1.3% hits; AID 588676;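 active = calcium-response B-score plate-corrected more than 3 library SD below zero, starting fluorescence within 5 deviations, no agonist response on first addition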;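 also: peak minus trough fluorescence over baseline after final BAM8-22 challenge near maximal dose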
TRPC4 agonist: opens the mouse TRPC4 cation channel. Q9QUQ5. 310,000 compounds, 0.49% hits. B-score at 10 µM. HEK293 TRPC4beta/mu-opioid, Fluo4 calcium fluorescence; hits give high values;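 active = B-score above 5 SD of library B-scores, and initial fluorescence ratio not above library mean plus 5 SD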;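 also: positive B-score marks a calcium rise read as TRPC4 activation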
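Incubation: 45 min room-temperature Fluo4 loading, 110 s read / System: HEK293 cells stably co-expressing mouse TRPC4beta and mu-opioid receptor / Signal: Fluo4 fluorescence, kinetic / Control set: buffer (low) and maximal DAMGO (high) / Measure: integrated baseline-normalised fluorescence ratio, converted to per-well B score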
KLF5 inhibitor: suppresses KLF5 promoter-driven expression. inhibition, % at 5 µM. AID 1700. 290,000 compounds, 0.23% hits. DLD-1 KLF5 promoter-luciferase reporter, luminescence;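 active = inhibition above a per-plate limit of that plate's mean compound inhibition plus 3 SD, cut at about 60% in these data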;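 also: 0% = DMSO wells and 100% = LY294002 at 200 µM; higher means less KLF5 promoter-driven luciferase light; inactives centre near -14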
SKKanGAS inh: inhibitors of SKKanGAS S. pyogenes growth in kanamycin (SK-promoter or general growth effect); 300,000 compounds, 1.3% hits; inhibition, % at 7.5 µM; BacTiter-Glo, 6 h;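 active = mean replicate score, as percent of positive control median, at least 50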;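 also: strain carries kanamycin resistance gene driven by streptokinase promoter and grows in 40 µg/ml kanamycin; loss of luminescence reflects streptokinase promoter inhibition or plain growth inhibition; 0% = median of DMSO wells and 100% = positive control at its reference dose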
HIF activator: HIF pathway transcriptional activation. AID 1910. 300,000 compounds, 0.32% hits. activation, % at 7.5 µM (by protocol). U2OS HRE-luciferase reporter, luminescence; normalized: DMSO 0%, desferrioxamine 100%;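 active = mean activation of at least 10% of the iron chelator positive control signal, with at least half of replicates also reaching 10%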
TRPC6 activator: activators of mouse TRPC6 channel. Q61143. HEK293-TRPC6 membrane potential dye fluorescence; hits give high values. B-score at 10 µM. 310,000 compounds, 0.13% hits;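 active = B-score of the integrated fluorescence ratio above library mean plus 3 SD, and starting fluorescence ratio within library mean plus 5 SD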;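 also: higher score means more depolarization so channel activation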
Target sequence (Q61143 whole entry, looked up): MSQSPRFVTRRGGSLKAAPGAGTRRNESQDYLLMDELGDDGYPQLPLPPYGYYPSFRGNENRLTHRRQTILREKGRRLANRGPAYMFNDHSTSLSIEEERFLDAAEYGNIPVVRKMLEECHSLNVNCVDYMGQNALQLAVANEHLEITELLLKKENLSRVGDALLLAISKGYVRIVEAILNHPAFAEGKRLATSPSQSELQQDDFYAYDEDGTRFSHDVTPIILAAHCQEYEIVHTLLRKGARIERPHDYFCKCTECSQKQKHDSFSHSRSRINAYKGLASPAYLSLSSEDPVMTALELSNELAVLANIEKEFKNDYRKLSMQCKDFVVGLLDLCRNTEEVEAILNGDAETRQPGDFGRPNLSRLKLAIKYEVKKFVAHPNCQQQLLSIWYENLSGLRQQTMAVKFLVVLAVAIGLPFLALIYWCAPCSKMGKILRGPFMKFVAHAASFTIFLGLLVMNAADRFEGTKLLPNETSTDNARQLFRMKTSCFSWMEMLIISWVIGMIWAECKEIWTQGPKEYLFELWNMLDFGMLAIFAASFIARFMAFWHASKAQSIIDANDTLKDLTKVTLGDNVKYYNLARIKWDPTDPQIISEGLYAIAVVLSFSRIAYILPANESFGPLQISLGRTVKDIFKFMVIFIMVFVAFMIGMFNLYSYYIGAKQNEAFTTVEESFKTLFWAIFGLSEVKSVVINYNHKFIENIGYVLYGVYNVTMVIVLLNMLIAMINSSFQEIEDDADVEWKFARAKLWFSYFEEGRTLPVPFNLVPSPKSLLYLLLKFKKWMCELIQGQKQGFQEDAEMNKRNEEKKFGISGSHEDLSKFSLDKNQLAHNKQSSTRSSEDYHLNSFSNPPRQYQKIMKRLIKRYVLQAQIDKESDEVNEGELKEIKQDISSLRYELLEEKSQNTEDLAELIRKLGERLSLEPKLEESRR
TRPC4 PAM: TRPC4 (mouse) allosteric potentiation; 310,000 compounds, 0.42% hits; HEK293 TRPC4beta/mu-opioid, DAMGO EC20, Fluo-4 Ca2+ flux; hits give high values; AID 2227; Q9QUQ5; B-score at 10 µM;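 active = B-score of calcium response area above 5 SD of library B-scores, with initial fluorescence ratio within 5 SD of library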;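 also: B-score of integrated fluorescence ratio over time as area under calcium response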
TRPC6 inhibitor: mouse TRPC6 channel inhibition; Q61143; HEK293-TRPC6, membrane potential dye, ACh-evoked depolarization; hits give low values; B-score at 10 µM; 310,000 compounds, 1.1% hits; AID 2553;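 active = B-score under library mean minus 3 SD, initial fluorescence not abnormally high, positive integrated signal ratio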;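 also: B-score derived from integrated fluorescence ratio over the kinetic read; more negative B-score means stronger inhibition of depolarization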
TRPC4 inh: blocks the mouse TRPC4 cation channel; HEK293 TRPC4beta/mu-opioid, DAMGO-evoked Fluo4 calcium flux; hits give low values; B-score at 10 µM; AID 2247; 300,000 compounds, 0.39% hits;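 active = B-score over 3 SD under the library average, no early fluorescence shift, positive overall ratio signal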
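Signal: kinetic Fluo4 fluorescence imaging of calcium influx. Material: stable TRPC4beta/mu-opioid receptor HEK293 cells. Probe or stimulus: DAMGO in two steps, submaximal then maximal.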
IEC-6 cytotox: kills IEC-6 intestinal cells in KLF5 counter-screen. 290,000 compounds, 0.78% hits. inhibition, % at 5 µM. AID 1825. IEC-6 cytotoxicity, luminescence viability; in the data active = inhibition above about 22%;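 also: 0% = plate median of test compound wells and 100% = cytotoxic reference compound wells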
aSyn 5UTR inh: 5' untranslated region of α-synuclein, MLPCN primary screen | alpha-synuclein 5'UTR reporter, inhibitor activity | inhibition, % (tested at 7.5 µM) | 300,000 compounds, 0.82% hits | AID 1813; in the data active = inhibition above about 60%;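 also: H4 neuroglioblastoma cells stably carrying SNCA 5'UTR luciferase fusion; 0% = DMSO wells and 100% = positive control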
Numbers without * were called inactive; i = inactive; . = no result given.

The first two records as a preview:
SMILES	MrgX1 antagonist	TRPC4 agonist	KLF5 inhibitor	SKKanGAS inh	HIF activator	TRPC6 activator	TRPC4 PAM	TRPC6 inhibitor	TRPC4 inh	IEC-6 cytotox	aSyn 5UTR inh
O=C(Nc1nc(N2C(=O)c3ccccc3C2=O)n(-c2ccccc2)n1)c1ccc(Cl)cc1	i	47*	-32.7	56.3*	0.2	i	i	i	-6*	-8.6	-2.6
Cc1ccc(-c2noc(N=O)c2NO)cc1	i	i	-16.6	0.5	1.1	i	i	i	i	0.7	-30.6

The whole of this part, from the first entry:
SMILES	MrgX1 antagonist	TRPC4 agonist	KLF5 inhibitor	SKKanGAS inh	HIF activator	TRPC6 activator	TRPC4 PAM	TRPC6 inhibitor	TRPC4 inh	IEC-6 cytotox	aSyn 5UTR inh
O=C(Nc1nc(N2C(=O)c3ccccc3C2=O)n(-c2ccccc2)n1)c1ccc(Cl)cc1	i	47*	-32.7	56.3*	0.2	i	i	i	-6*	-8.6	-2.6
Cc1ccc(-c2noc(N=O)c2NO)cc1	i	i	-16.6	0.5	1.1	i	i	i	i	0.7	-30.6
O=C(Cc1ccc([N+](=O)[O-])cc1)Nc1cccnc1	i	i	6.0	-2.8	-0.2	i	i	i	i	-0.7	17.2
COc1ccc(Cl)cc1C(=O)NNC(=S)NC1CCCC1	i	i	0.9	-3.8	0.0	i	i	i	i	-2.3	-25.4
Cc1nc(N2CCN(S(=O)(=O)c3ccc(F)cc3)CC2)c2c(C)c(C)sc2n1	i	i	.	-2.9	-0.1	i	i	i	i	.	25.5
CSC1=NCCN1C(=O)c1ccc2ccccc2c1	i	i	-35.3	-3.3	0.0	i	i	i	i	1.6	-22.1
COc1ccc(OCc2n(CC(=O)OC3CC(C)CCC3C(C)C)c3ccccc3[n+]2C)cc1 (stereo unspecified)	-14.3*	i	-5.7	12.2	0.1	i	i	i	i	12.0	30.4
Cc1ccc(-c2c(C#N)c(N)n(-c3ccccc3)c(=O)c2C#N)cc1	i	i	-3.1	-1.8	-0.4	i	i	i	i	9.6	-1.1
COc1ccc2c(=O)c(-c3nc(C)cs3)coc2c1	i	i	-173.8	4.2	-0.9	i	i	i	i	4.2	10.8
CC(=O)c1ccc(NC(=O)Nc2ccc([N+](=O)[O-])cc2C)cc1	i	i	1.4	-17.5	1.2	i	i	i	i	3.7	-49.9
COc1ccc(S(=O)(=O)Nc2ccc3c(c2)OCCO3)cc1Cl	i	i	-0.9	-1.1	-0.6	i	i	i	i	-0.3	7.3
COc1cccc(/C=N/NC(=O)c2cc(-c3cccn3C)n[nH]2)c1O	i	i	28.1	-0.4	.	i	i	i	i	-4.4	94.7*

Given as comma-separated lines: three of the compounds above
mol,MrgX1 antagonist,TRPC4 agonist,KLF5 inhibitor,SKKanGAS inh,HIF activator,TRPC6 activator,TRPC4 PAM,TRPC6 inhibitor,TRPC4 inh,IEC-6 cytotox,aSyn 5UTR inh
COc1ccc2c(=O)c(-c3nc(C)cs3)coc2c1,i,i,-173.8,4.2,-0.9,i,i,i,i,4.2,10.8
CC(=O)c1ccc(NC(=O)Nc2ccc([N+](=O)[O-])cc2C)cc1,i,i,1.4,-17.5,1.2,i,i,i,i,3.7,-49.9
Cc1ccc(-c2noc(N=O)c2NO)cc1,i,i,-16.6,0.5,1.1,i,i,i,i,0.7,-30.6

(more compounds)
SMILES	MrgX1 antagonist	TRPC4 agonist	KLF5 inhibitor	SKKanGAS inh	HIF activator	TRPC6 activator	TRPC4 PAM	TRPC6 inhibitor	TRPC4 inh	IEC-6 cytotox	aSyn 5UTR inh
O=C(NC(=S)NCc1ccccc1)c1ccc2c(c1)OCO2	i	i	-26.9	-6.7	1.1	i	i	i	i	3.0	-42.6
CC1CC(C)CN(S(=O)(=O)c2ccc3c(c2)CC(C)N3C(=O)C2CCC2)C1 (stereo unspecified)	i	i	11.5	5.2	-1.2	i	i	i	i	-0.4	14.0
CCn1ccnc1CN(C)C(=O)C1CCC(=O)N(CCc2cccc(F)c2)C1 (stereo unspecified)	i	i	-23.2	-4.1	0.3	i	i	i	i	3.5	3.6
COC(=O)Cc1ccc(NC(=O)c2ccc3c(c2)C(=O)N(Cc2cccnc2)C3=O)cc1	i	i	-54.5	0.7	-0.2	i	i	i	i	0.1	1.4
CCN(CC)S(=O)(=O)c1cc(C(=O)Nc2ccccn2)ccc1C	i	i	-76.5	-0.8	2.7	i	i	i	i	-5.9	-79.9
O=C(O)c1cc(-c2ccc(-c3ccc(F)cc3)o2)nc2ccccc12	i	i	-8.6	8.5	1.4	i	i	i	i	5.9	-42.6
O=C(NCCc1ccc2c(c1)OCO2)C1CCN(S(=O)(=O)c2ccc(Cl)cc2)CC1	i	i	-4.6	-7.9	0.0	i	i	i	i	-0.7	27.6
CN1CCOCCOc2ccccc2OCCOCC1	i	i	.	0.2	-0.3	i	i	i	i	.	10.3
O=C(NCCc1ccc(Cl)cc1)C1COc2ccccc2O1 (stereo unspecified)	i	i	1.1	-3.6	1.0	i	i	i	i	-0.8	5.8
O=C(NC(=O)c1ccccc1)NC1(C(F)(F)F)OCCO1	i	i	-199.3	8.1	2.1	i	i	i	i	4.7	-113.1
CCCc1nnc(NC(=O)CCC(=O)NCc2ccccc2)s1	i	i	-26.6	-1.0	0.2	i	i	i	i	4.7	-6.1
Cc1ccc(CN2CCc3[nH]c(=O)[nH]c(=O)c3C2)cc1	i	i	-55.8	-0.7	0.0	i	i	i	i	2.6	16.2
CCOc1ccc(C(=O)NC(=S)Nc2ccccc2N2CCOCC2)cc1Br	i	i	-34.6	5.9	0.2	i	i	i	i	-1.8	21.0
CCN(C)c1ccc(/C=N\n2nnnc2N)cc1	i	i	-42.0	3.8	2.9	i	i	i	i	1.1	-114.8
COc1cccc(C(C)NC(=O)C2CCCC2)c1 (stereo unspecified)	i	i	-59.1	1.6	-1.3	i	i	i	i	-1.9	9.3
Cc1ccc(S(=O)(=O)N2CCCCC2)cc1NC(=O)Cn1ccc(C(F)(F)F)n1	i	i	-12.1	4.0	-0.4	i	i	i	i	-9.3	-2.8
COc1ccc2c(c1OC)C(C1c3c(cc4c(c3OC)OCO4)CCN1C)OC2=O (stereo unspecified)	i	i	-26.1	-5.2	0.9	i	i	i	i	-2.5	13.7
CCCCOc1ccc(NC2=NC3(CCCCC3)N=C(N)N2)cc1	i	i	0.6	-0.1	-0.3	i	i	i	i	8.0	-10.2
Cc1nc2c(C)c(C)c(C)c(C)c2nc1C	i	i	-16.8	36.0	0.0	i	i	i	i	3.9	-2.1
CC(C)OCCCN(C)C1CCN(S(=O)(=O)c2csc(C(N)=O)c2)CC1	i	i	-5.0	-1.2	0.2	i	i	i	i	-0.2	4.3
CC(=O)N1CCN(C(=O)CCc2nnc(CCCCc3ccccc3)o2)CC1	i	i	-3.9	-24.2	.	i	i	i	i	-2.2	.
COc1ccc(NS(=O)(=O)/C=C/c2ccccc2)cc1	i	i	0.4	3.1	-0.4	i	i	i	i	2.8	4.2
CC(=O)c1cc(-c2ccccc2)n(CC(=O)N2CCC(N3CCCCC3)CC2)c1C	.	i	3.4	5.1	0.4	i	i	i	i	1.5	12.6
COC(=O)c1c(NC(=O)CCC(=O)O)sc2c1CCCCC2	i	i	-16.7	1.2	-0.1	i	i	i	i	-2.6	12.2
COc1cc(C(CCN2CCCCC2)c2c(OC)cc(OC)c3c(-c4ccccc4)cc(=O)oc23)cc(OC)c1OC (stereo unspecified)	i	i	.	8.5	0.9	i	i	i	i	.	0.1
COCCNC(=O)C1CC(=O)N(CCc2ccccc2)C1 (stereo unspecified)	i	i	-23.8	-13.3	2.0	i	i	i	i	0.8	-10.5
COc1cc(/C=N/NC(=O)CCc2n[nH]c(=O)[nH]c2=O)ccc1O	i	i	-1.4	-2.4	-0.4	i	i	i	i	-7.4	-9.1
O=C1CC(C(=O)Nc2ccc(O)c(C(=O)O)c2)C(c2ccccc2)O1 (stereo unspecified)	i	i	-3.3	2.2	-0.3	i	i	i	i	2.4	10.8
CCC1CCCCN1CCCNC(=O)CSc1nc2nc(C)c(Cc3ccccc3Cl)c(C)n2n1 (stereo unspecified)	i	i	-25.5	-2.3	-0.4	i	i	i	i	0.7	-7.0
O=C(N/N=C/c1cc([N+](=O)[O-])ccc1O)C1CC1	i	i	-9.1	-2.4	-0.2	i	i	i	i	2.3	-4.2
CCCc1n[nH]c2c1/C(=N\OCC)CC(C)(C)C2	i	i	-21.0	-5.1	-0.2	i	i	i	i	5.6	4.8
Cc1ccsc1C1Nc2ccccc2-c2nc3ccccc3n21 (stereo unspecified)	i	i	-115.0	0.3	2.0	i	i	i	i	-0.6	-169.1
COc1ccc(C(=O)C2CCCN(C(=O)c3cccs3)C2)cc1F (stereo unspecified)	i	i	-26.0	-2.9	0.0	i	i	i	i	-2.1	15.1
Cc1c(OC(C(=O)O)c2ccccc2)ccc2c3c(c(=O)oc12)CCC3 (stereo unspecified)	.	i	-7.8	-8.9	-0.7	i	i	i	i	-1.9	7.6
COc1ccccc1CNC(=O)c1csc2c1CCCC2	i	i	-40.0	-4.3	-0.2	i	i	i	i	0.2	-10.6
Cn1c(=O)cc(OCC(=O)N2CCN(c3cccc(C(F)(F)F)c3)CC2)c2ccccc21	i	i	-7.1	9.7	-0.5	i	i	i	i	-1.3	31.1

For reference, part of the list above.
SMILES	MrgX1 antagonist	TRPC4 agonist	KLF5 inhibitor	SKKanGAS inh	HIF activator	TRPC6 activator	TRPC4 PAM	TRPC6 inhibitor	TRPC4 inh	IEC-6 cytotox	aSyn 5UTR inh
COc1ccccc1CNC(=O)c1csc2c1CCCC2	i	i	-40.0	-4.3	-0.2	i	i	i	i	0.2	-10.6
Cn1c(=O)cc(OCC(=O)N2CCN(c3cccc(C(F)(F)F)c3)CC2)c2ccccc21	i	i	-7.1	9.7	-0.5	i	i	i	i	-1.3	31.1

(further entries)
SMILES	MrgX1 antagonist	TRPC4 agonist	KLF5 inhibitor	SKKanGAS inh	HIF activator	TRPC6 activator	TRPC4 PAM	TRPC6 inhibitor	TRPC4 inh	IEC-6 cytotox	aSyn 5UTR inh
CCOC(=O)c1c(C)[nH]c(C)c1C(=O)COC(=O)c1ccc(OC)c(OC)c1	i	i	-8.6	2.6	-0.2	i	i	i	i	10.6	-13.7
CN(C)c1ccc(C(CNC(=O)c2ccc(C#N)cc2)c2c[nH]c3ccccc23)cc1 (stereo unspecified)	i	i	-5.4	13.1	0.3	i	i	i	i	8.9	-1.5
O=C(N/N=C/C1C(c2ccccc2)C1(Cl)Cl)c1cccc(Br)c1 (stereo unspecified)	i	i	-16.9	18.8	-0.2	i	i	i	i	7.0	3.6
O=c1cc(-c2ccccc2Cl)oc2ccc([N+](=O)[O-])c(O)c12	i	i	0.9	87.4*	-0.2	i	i	i	i	-5.1	1.8
